H1N1 NS1A inhibition: H1N1 influenza NS1A inhibitors, functional cell based assay (AID 504329); NS1A functional cell-based assay, percent inhibition; higher % means a stronger effect; actives 0.3% (n = 340,000); inhibition, % at 12.5 µM, or IC50 in µM where a hit was titrated; in the data active means a potency from the dose series; inconclusive means inhibition above about 27% without an active follow-up result; further: strong numbers were not always called active
H37Rv inhibition: M. tuberculosis growth inhibition, HTS (AID 449762); M. tuberculosis H37Rv growth inhibition, 7H9 media; higher % means a stronger effect; inhibition, % at 25 µM; hits with a dose series show IC50 in µM; actives 0.59% (n = 330,000); in the data active means a potency from the dose series; inconclusive means inhibition above about 70% without an active follow-up result;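 further: bacterial growth assessed after seven days of incubation; strong numbers were not always called active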
inhibitors of VEEV: inhibitors of VEEV TC-83 cytopathic effect, confirmation, Vero cells (AID 588727) | Vero cells, VEEV TC-83 cytopathic effect inhibition; higher % means a stronger effect | one-dose inhibition, % at 20 µM; IC50 in µM for titrated hits | actives 0.13% (n = 350,000); in the data active means a potency from the dose series; inconclusive means inhibition mostly from about 14% at the one dose, without a potency; inactive means the rest, 99 in 100 with inhibition below about 12%; further: strong numbers were not always called active
tuberculosis growth: growth inhibition of non-replicating M. tuberculosis (AID 488890) | Mycobacterium tuberculosis non-replicating, growth inhibition; higher % means a stronger effect | inhibition, % at 25 µM, or IC50 in µM where a hit was titrated | actives 0.39% (n = 320,000); in the data active means a potency from the dose series; inconclusive means inhibition mostly from about 82% at the one dose, without a potency; inactive means the rest, 99 in 100 with inhibition below about 76%;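 further: plate controls were DMSO cells for no effect and high antibiotic wells for full effect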
PhoP GFP inhibition: PhoP regulon inhibitors, Salmonella typhi PhoP promoter GFP reporter, confirmatory (AID 1850); actives 0.33% (n = 310,000); Salmonella Typhi PhoP-promoter GFP reporter, fluorescence, 4 h; higher % means a stronger effect; inhibition, % at 50 µM; hits with a dose series show IC50 in µM; in the data active means a potency from the dose series; inconclusive means inhibition mostly from about 25% at the one dose, without a potency; inactive means the rest, 99 in 100 with inhibition below about 19%;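 further: 0% = induced wells with vehicle and 100% = uninduced wells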
inhibitors of VEEV 10K pilot screen: also measured in inhibitors of VEEV; calls as there; inhibition, %; measured here: 10K pilot screen inhibition
* = called active by the depositor; i = inactive; ? = inconclusive; / = no result given.

SMILES	H1N1 NS1A inhibition	H37Rv inhibition	inhibitors of VEEV	tuberculosis growth	PhoP GFP inhibition	others
NS(=O)(=O)c1ccc(CCNC(=O)c2ccc(S(=O)(=O)N3CCCCC3)cc2)cc1	2.4%	3.6%	4.3%	11.5%	-9.8%
COc1ccc(CCNCc2c(OC)ccc3ccccc23)cc1OC	-13.4%	2.1%	i	7.7%	-8.4%
CC(C)C(OC(=O)c1ccco1)C(=O)NC1CCCC1 (stereo not drawn)	-3.9%	-8.9%	i	-4.0%	-2.0%
O=C1/C(=C/c2ccco2)Cc2ccccc21	19.3%	-6.8%	0.5%	2.8%	-5.1%
O=C(NCc1cn2ccccc2n1)C1CCC(=O)N(Cc2ccccc2F)C1 (stereo not drawn)	-0.6%	11.2%	i	0.7%	-13.0%
CC(C(=O)NC1CCCCCC1)N(c1ccccc1)S(C)(=O)=O (stereo not drawn)	7.2%	1.1%	2.5%	6.3%	-10.8%
CCOC(=O)c1ccc(S(=O)(=O)Nc2cc(S(=O)(=O)Nc3ccc(OC)cc3)ccc2O)cc1	0.0%	-6.9%	2.4%	5.1%	/
CC(C)N(Cc1ccccc1)C(=O)COC(=O)c1cc(S(=O)(=O)N(C)C)ccc1N1CCCC1	3.4%	1.2%	i	22.9%	/
CC1(C)Cc2c(c(-c3ccccc3)nc(N3CCOCC3)c2C(N)=O)CO1	-7.7%	1.9%	0.3%	0.3%	-5.0%
CC(C)/C=C1\CC/C(=C\c2cccnc2)C1=O	2.0%	11.0%	1.7%	?	-4.3%
COc1ccc(-c2[nH]ncc2/C=N\NS(=O)(=O)c2ccccc2)cc1OC	-1.1%	-2.5%	1.9%	-10.1%	-7.5%
COc1ccc(CNC(=S)N/N=C/c2ccncc2)cc1	6.0%	4.3%	0.0%	1.7%	-0.5%
Cc1c(NC(=O)c2ccccc2NC(=O)COc2ccccc2)cccc1C(=O)O	-15.0%	-4.0%	5.8%	/	1.3%
O=C(NCCCn1ccnc1)c1ccc(N2CCCCCC2)c([N+](=O)[O-])c1	2.9%	5.1%	i	8.0%	-5.0%	inhibitors of VEEV 10K pilot screen=0.8
OC(Cn1cnnc1)c1ccccc1 (stereo not drawn)	-3.2%	-5.0%	1.0%	26.9%	6.8%
COc1ccc(CC(=O)OCC(=O)NC(=O)NC2CCCCC2)cc1	4.6%	-9.6%	1.3%	48.6%	5.8%
CC(CCC(=O)NN)C1CCC2C3CCC4CC(O)CCC4(C)C3CCC12C (stereo not drawn)	-21.4%	/	i	/	/
COc1ccc(C(c2c(NC(=O)c3ccco3)sc(C)c2C)N2CCOCC2)cc1OC (stereo not drawn)	-0.1%	9.4%	4.9%	33.1%	/
CN(CCCCCCCCCCN(C)C(=O)Oc1cccc([N+](C)(C)C)c1)C(=O)Oc1cccc([N+](C)(C)C)c1	1.8%	1.49µM*	i	?	-6.8%
O=C(C(=O)N1CCCc2ccccc21)c1c[nH]c2ccccc12	0.5%	-4.4%	i	11.8%	6.0%
CC(CCc1ccccc1)NC(=O)C1CCN(S(=O)(=O)N2CCOCC2)CC1 (stereo not drawn)	3.1%	1.4%	0.4%	-11.2%	-7.4%
COC1CCCCC1Nc1cccc(SC)c1 (stereo not drawn)	5.6%	-7.0%	1.4%	0.1%	3.8%
COc1ccc(-c2noc(CN3CCCCC3)n2)cc1OC	10.4%	-4.7%	0.6%	8.8%	-6.5%
CCOc1ccc(N2CC(C(=O)Nc3cc(Cl)ccc3-n3cncn3)CC2=O)cc1 (stereo not drawn)	6.5%	68.3%	1.5%	-16.7%	4.1%
CCN1CCN(C(=O)C2CC(=O)N(c3ccc(Cl)cc3)C2)CC1 (stereo not drawn)	-4.4%	-5.2%	0.8%	6.2%	0.2%

Gathered by group, those above containing a Cl atom.
SMILES	H1N1 NS1A inhibition	H37Rv inhibition	inhibitors of VEEV	tuberculosis growth	PhoP GFP inhibition	others
CCOc1ccc(N2CC(C(=O)Nc3cc(Cl)ccc3-n3cncn3)CC2=O)cc1 (stereo not drawn)	6.5%	68.3%	1.5%	-16.7%	4.1%
CCN1CCN(C(=O)C2CC(=O)N(c3ccc(Cl)cc3)C2)CC1 (stereo not drawn)	-4.4%	-5.2%	0.8%	6.2%	0.2%

The main list resumes; the 3 compounds before the break are reprinted first.
SMILES	H1N1 NS1A inhibition	H37Rv inhibition	inhibitors of VEEV	tuberculosis growth	PhoP GFP inhibition	others
COc1ccc(-c2noc(CN3CCCCC3)n2)cc1OC	10.4%	-4.7%	0.6%	8.8%	-6.5%
CCOc1ccc(N2CC(C(=O)Nc3cc(Cl)ccc3-n3cncn3)CC2=O)cc1 (stereo not drawn)	6.5%	68.3%	1.5%	-16.7%	4.1%
CCN1CCN(C(=O)C2CC(=O)N(c3ccc(Cl)cc3)C2)CC1 (stereo not drawn)	-4.4%	-5.2%	0.8%	6.2%	0.2%
CCOc1ccc(CN(CCO)CCO)cc1[N+](=O)[O-]	15.3%	0.6%	0.3%	1.7%	21.6%
N#C/C(=C/c1ccc(O)cc1)C(=O)NCc1ccc(Cl)cc1	5.3%	-7.3%	1.5%	-5.6%	-4.6%
O=C(NCc1ccccc1)C1=C[C@H](C2CCCCC2)C[C@H](OCCCCO)O1	-8.2%	5.8%	1.2%	46.8%	4.8%
CC(C)C[C@H](NC(=O)c1[nH]cnc1C(=O)N[C@@H](Cc1ccccc1)C(=O)OC(C)(C)C)C(=O)OCc1ccccc1	1.9%	1.6%	5.3%	-8.0%	-6.8%
COc1ccc(NC(=O)CCC(=O)c2cccs2)cc1S(=O)(=O)Nc1ccccc1Cl	-16.1%	-0.4%	2.3%	4.5%	8.0%
COC(=O)/C(C#N)=C/c1c(Oc2cc(C)cc(C)c2)nc2ccccn2c1=O	/	7.1%	i	-2.4%	2.2%
Cc1cc(C)nc(NN=CC2=C(N3CCOCC3)/C(=C/c3ccc(Cl)cc3)CC2)n1	-17.8%	/	36.7%	/	/
CCC(=O)Nc1nnc(SCC(=O)Nc2ccc3c(c2)OCCO3)s1	-3.8%	-0.2%	2.0%	1.3%	-11.1%
Cc1[nH]ccc(=O)c1OCc1ccccc1	-5.0%	-5.4%	2.2%	-4.6%	-3.6%
O=C(O)CC1(CC(=O)N2CCC(C(=O)O)CC2)CCCC1	4.5%	6.0%	i	-16.4%	-11.9%
O=C(c1cccs1)N1CCC(c2nc3c(nnn3Cc3ccccc3)c(=O)[nH]2)CC1	-15.7%	3.7%	i	22.1%	-8.4%
CCOC(=O)c1nc(S(C)(=O)=O)ncc1Cl	-3.4%	-3.2%	i	-1.4%	2.0%
COc1ccc(C2C(C#N)=C(N)Oc3c2sc2nc(C)cc(C)c32)cc1 (stereo not drawn)	8.7%	6.8%	10.5%	5.4%	-10.4%
CC(C)NC(=O)C(=O)Nc1ccc2c(c1)N(S(=O)(=O)c1cccs1)CCC2	2.1%	-4.4%	6.3%	13.1%	3.7%
CN(C)CCCN(Cc1ccccc1)C(=S)Nc1ccc(OC(F)F)cc1	-4.3%	-1.0%	0.0%	0.4%	-8.7%
CN1CC(=O)Nc2ccccc2C1=O	-29.1%	8.8%	1.0%	-12.8%	2.1%
COc1ccc(OC)c(C(C)NC(=O)C23CC4CC(CC(C4)C2)C3)c1 (stereo not drawn)	1.1%	3.8%	i	15.2%	-1.8%
CC(=O)Nc1ccc(/C=N\NC(=O)CNS(=O)(=O)c2ccc([N+](=O)[O-])cc2)cc1	-9.6%	1.4%	0.4%	-2.3%	-6.0%
CC(C)[C@H](NC(=O)c1ccccc1Br)C(=O)OCc1nc2ccsc2c(=O)[nH]1	6.6%	-6.6%	1.1%	-4.5%	-5.9%
CCOc1ccc(N2CC(C(=O)OC)CC2=O)cc1 (stereo not drawn)	2.0%	?	1.9%	1.3%	1.4%
COc1ccc(CNC(=O)COC(=O)c2cc(-c3ccc(Cl)s3)nc3ccccc23)cc1	-19.9%	4.5%	i	18.7%	-22.8%
CCN(CC)C(=O)CSc1nc2ncc(Br)cc2[nH]1	-1.9%	-1.6%	1.4%	-2.6%	8.3%
CCn1c(-c2ccc(-c3ccccc3)cc2)c[nH]c1=S	10.9%	32.3%	2.8%	24.5%	0.1%
O=C(NCc1ccc2c(c1)OCO2)c1nnc(Cc2ccc(F)cc2)o1	-2.0%	0.5%	2.8%	/	-11.3%
COC(=O)Cc1c(C)nc2nc[nH]n2c1=O	-2.8%	1.3%	2.8%	-13.6%	-3.6%
SMILES	H1N1 NS1A inhibition	H37Rv inhibition	inhibitors of VEEV	tuberculosis growth	PhoP GFP inhibition	others
CC(C)N(C(=O)c1ccc(-c2ccccc2F)cc1)C(C)C	/	-7.5%	i	27.1%	-1.2%
NS(=O)(=O)c1ccc(-c2ccc(C=C3C(=O)c4ccccc4C3=O)o2)cc1	-0.9%	-4.7%	4.4%	-1.7%	-40.2%	inhibitors of VEEV 10K pilot screen=0.8
Cc1cc(NC(=O)Nc2cccs2)no1	-4.1%	6.5%	0.9%	3.1%	-0.3%
CCOC(=O)/C(C#N)=C\c1ccc(OCC(=O)Nc2ccc(C)cc2C)c(OC)c1	5.9%	-3.7%	4.2%	-8.7%	0.8%
CCN(CC)CCCNc1nc(-n2nc(C)cc2C)nc2sc3c(c12)CC(C)(C)OC3	-1.6%	-1.6%	0.4%	36.0%	-0.5%
CCN(CC)S(=O)(=O)c1ccc(N2CCOCC2)c(NC(=O)CN2C(=O)NC(C)(c3ccccc3)C2=O)c1 (stereo not drawn)	-3.6%	1.4%	1.8%	25.6%	0.1%
C=CCn1c(=NC(=O)c2cc(Cl)sc2Cl)sc2cc(S(N)(=O)=O)ccc21	5.7%	-3.0%	0.1%	7.5%	-3.8%
NC(=O)C1CCN(C(=O)c2ccc3nc(N4CCCCC4)sc3c2)CC1	9.3%	-2.9%	i	-1.8%	3.8%
COc1ccc(C(=O)CSc2nnc(-c3cccnc3)n2Cc2ccco2)cc1	13.3%	5.2%	2.2%	0.2%	6.3%
Cc1cccc(-c2nc3c(c(=O)c4ccccc4n3C)c(=O)n2-c2ccccc2)c1	4.8%	-2.8%	3.5%	12.8%	-5.7%
O=C(COC(=O)/C=C/c1cccc([N+](=O)[O-])c1)Nc1ccc(Cl)cn1	8.6%	1.0%	1.2%	76.3%	/
CCOC(=O)c1ncn2c1[C@@H]1CCNC1C(=O)c1cc(OC)ccc1-2 (stereo partly drawn)	0.6%	-6.9%	0.5%	-6.5%	7.0%
Cc1cccc(N2C(=O)CSC23CCCCC3)c1	1.9%	-0.3%	i	2.8%	2.6%
CSc1ccccc1OCc1cc(C(=O)NCc2cnc(C)cn2)no1	-8.3%	8.3%	5.2%	-9.1%	1.9%
CCOC(=O)c1nc(NCc2ccccc2C)c2ccccc2n1	-9.5%	13.9%	0.1%	41.1%	-1.0%
O=C(CN1C(=O)NC(Cc2c[nH]c3ccccc23)C1=O)NCC(F)(F)F (stereo not drawn)	-1.0%	0.6%	0.9%	-7.9%	-12.1%
Cc1cccnc1NC(=O)c1cc2ccccc2oc1=O	-3.5%	4.0%	0.9%	66.8%	3.5%
COc1ccc(CC(=O)OC(C)C(=O)NCc2ccc3c(c2)OCO3)cc1OC (stereo not drawn)	4.6%	-2.4%	i	2.2%	-9.5%
O=C(O)CCCCCn1c(SCC(=O)c2ccc(O)c(O)c2)nc2ccsc2c1=O	-7.4%	18.0%	1.8%	2.7%	-6.2%
O=C(C1=C[C@@H](C2CC2)C[C@@H](OCc2ccc(CO)cc2)O1)N1CCOCC1	3.1%	-1.4%	0.7%	1.0%	4.5%
Cc1ccc(S(=O)(=O)Nc2ccccc2CNc2c(C)n(C)n(-c3ccccc3)c2=O)cc1	-6.1%	3.4%	i	12.2%	5.6%
COc1ccc(C(=O)c2oc3nc(C)cc(C)c3c2N)cc1	-5.7%	0.7%	12.1%	-4.1%	8.9%
CCC1=C(OC(=O)N(CC)CC)N2C(=O)OC(=NCC3CC3)[C@]2(C)[C@H]2C1=CC[C@H]1C(=O)N(CC(=O)OC)C(=O)[C@H]12	0.9%	-1.8%	5.6%	-0.5%	-7.3%
O=C(CN1C(=O)C2CC=CCC2C1=O)Nc1nc2ccccc2s1 (stereo not drawn)	-2.6%	4.6%	5.6%	-10.2%	2.2%
CCCCn1c(N)c(N(C(=O)CSc2nnnn2-c2ccc(C)cc2)C2CCCC2)c(=O)[nH]c1=O	-3.0%	/	1.0%	/	/
CCCCNc1nc(-c2ccccc2)nc(-n2ccnc2)n1	3.9%	10.0%	6.2%	61.6%	-8.3%
COc1cccc(CNn2cnnc2)c1OCc1ccccc1F	5.3%	-4.2%	2.1%	13.8%	4.7%
Cc1ccc(NS(=O)(=O)c2ccc(C(=O)NCC(c3ccco3)N3CCCCC3)cc2)cc1 (stereo not drawn)	-1.3%	24.3%	48.4%	17.1%	-2.2%

Screening results (PubChem BioAssay)
